Mito fusion act = blocks mitochondrial division or promotes mitochondrial fusion; S. cerevisiae fusion-defective mutant growth rescue, CellTiterGlo 48 h; Potency, µM (titrated, usually from 46.1 µM), for inactives: at the top dose growth rescue (activation), usual class: activators; 0.23% of 320,000 active;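 note: potency is the fitted concentration of half-maximal effect; % of control where 0% means no effect; nearly all actives have a fitted effect of over 45% in size; temperature-sensitive fusion mutants such as fzo1-1 at 37 °C on non-fermentable ethanol glycerol medium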
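Growth-rescue viability read-out: after 48 h at the non-permissive 37C in glycerol/ethanol YPEG, yeast mitochondrial fusion mutants are measured by CellTiterGlo luminescence; compounds (23 nl pinned per well) restoring growth score as division inhibitors or fusion activators.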
PKM2 act = PKM2 (human) enzyme activation | P14618 | purified PKM2, Kinase-Glo ATP luminescence, activation; response scale: 0% is enzyme alone, no compound | Potency, µM (series often up to 57.5 µM), for inactives: at the highest dose activation, actives largely listed as activators | 0.34% of 260,000 active | AID 1631; note: potency is the fitted concentration of half-maximal effect; % is set by controls: 0 for no effect and ±100 for the full control effect; nearly all actives have a fitted effect of over 55% in size
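Kinase-Glo luminescence reports ATP generated from ADP (0.1 mM) and PEP (0.5 mM) by purified hPK-M2 after 1 h at room temperature, pH 7.2 imidazole buffer; intermediate enzyme activity allows detecting inhibitors and activators.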
TSHR antag = antagonists of human thyroid stimulating hormone receptor; P16473; TSHR-expressing cells, TSH-stimulated cAMP HTRF, 2 h; stronger effect = lower value; 0.2% of 330,000 active; AID 504810; activity change, negative = inhibition, % at 11.5 µM;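 active = activity change below a set negative limit, meaning inhibition stronger than a set level, cut at about -70% in these data; inconclusive = activity change between two set negative limits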; note: % is set by controls: 0 for no effect and ±100 for the full control effect
Target sequence (P16473 whole entry, looked up): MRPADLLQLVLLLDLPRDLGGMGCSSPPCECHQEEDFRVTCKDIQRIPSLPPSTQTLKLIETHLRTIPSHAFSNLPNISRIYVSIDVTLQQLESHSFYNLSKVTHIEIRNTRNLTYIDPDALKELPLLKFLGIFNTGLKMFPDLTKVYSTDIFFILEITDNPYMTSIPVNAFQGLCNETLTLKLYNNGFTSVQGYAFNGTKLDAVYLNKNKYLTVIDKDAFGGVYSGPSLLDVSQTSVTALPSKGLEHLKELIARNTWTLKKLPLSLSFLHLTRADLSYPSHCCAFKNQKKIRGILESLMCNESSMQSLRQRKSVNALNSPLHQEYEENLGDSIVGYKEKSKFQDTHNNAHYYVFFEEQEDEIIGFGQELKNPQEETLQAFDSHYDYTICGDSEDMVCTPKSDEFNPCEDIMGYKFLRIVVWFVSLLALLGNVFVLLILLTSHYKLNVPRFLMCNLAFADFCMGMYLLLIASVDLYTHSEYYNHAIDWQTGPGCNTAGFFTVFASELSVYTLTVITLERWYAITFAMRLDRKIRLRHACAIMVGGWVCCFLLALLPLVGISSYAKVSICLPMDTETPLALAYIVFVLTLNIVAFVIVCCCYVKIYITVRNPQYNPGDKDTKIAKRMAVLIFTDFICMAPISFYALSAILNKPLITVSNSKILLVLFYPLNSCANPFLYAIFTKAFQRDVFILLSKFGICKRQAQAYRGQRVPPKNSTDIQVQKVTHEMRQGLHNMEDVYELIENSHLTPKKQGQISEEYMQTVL
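Read-out is FRET at 665 nm (cryptate excitation 337 nm) from a cryptate-tagged anti-cAMP antibody, competed by cell cAMP against cAMP-d2. Compounds are tested on freshly harvested TSHR cells challenged with 4nM TSH (EC80) for 2 hours at 37 deg C.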
MBNL1-CUG inh = blocks human MBNL1 binding to CUG repeat RNA. 0.036% of 280,000 active. TR-FRET MBNL1-His/biotin-(CUG)12 binding, 665/545 ratio. Potency, µM (titrated, usually from 57.5 µM), for the others: at the top dose activity change, negative = inhibition, usual class: inhibitors. Q9NR56; active = well fitted inhibition curve with a large enough effect in the signal ratio, with a control signal flat, not every such curve was filed as active; inconclusive = small, poorly fitted or top-dose-only effect, or effect the other way, or a change in a side signal; inactive = no such curve, though single readings can be large or run the other way; the % refers to the signal ratio; note: potency is the fitted concentration of half-maximal effect; % is set by controls: 0 for no effect and ±100 for the full control effect
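Ratiometric TR-FRET (665 over 545 nm, excitation 340 nm) tracks disruption of MBNL1-His/biotin-(CUG)12 complex after 60 min at room temperature, with compounds at 92 nM to 58 uM final.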
USP2a inh = blocks human ubiquitin-specific protease USP2a; O75604; Potency, µM (series often up to 38.3 µM), for the others: at the highest dose activity change, negative = inhibition, usual class: inhibitors; USP2 core, Ub-CHOP2 coupled fluorogenic reporter, 485/531; 0.01% of 330,000 active;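 note: potency is the fitted concentration of half-maximal effect; plate controls were DMSO wells for no effect and full inhibition by NEM control for full effect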
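Cell-free coupled assay: 10nM USP2 core preincubated 30min RT with compound in Tris-HCl pH 8.0/CaCl2/CHAPS buffer, then 25nM Ub-CHOP2 and 25nM reporter substrate; fluorescence (Ex 485/Em 531) read after 60min RT, normalized to NEM inhibition, concentration-response curves fitted.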
Chronic BCR inh = chronic active BCR signaling inhibition; ABC-DLBCL IkBa-CBG/CBR reporter, luminescence ratio, 4 h; Potency, µM (titrated, usually from 46.1 µM), for the others: at the top dose ratio change, negative = lower green/red ratio, most hits filed as inhibitors; 0.05% of 340,000 active; AID 493014; active = well fitted inhibition curve with a large enough effect in the signal ratio, with a control signal flat, not every such curve was filed as active; inconclusive = small, poorly fitted or top-dose-only effect, or effect the other way, or a change in a side signal; the % refers to the signal ratio;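 note: potency is the fitted concentration of half-maximal effect; plate controls were basal doxycycline-induced cells for no effect and cells given 10 µM MG132 for full effect; MG132 reads +100%, hits lower the ratio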
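TMD8 human ABC-DLBCL cells with doxycycline-inducible IκBα–green luciferase fusion and unfused red luciferase, in 0.5% FBS medium; compounds up to 46 uM, 4 h at 37C. Green/red luminescence ratio, filter-overlap corrected, fitted to concentration-response curves.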
ASM inhibitor = blocks human secretory acid sphingomyelinase; placental ASM, HMU-PC fluorogenic substrate, 60 min; Potency, µM (titrated, usually from 57.5 µM), without a hit: at the highest dose activity change, negative = inhibition, hits mostly inhibitors; 0.006% of 340,000 active; note: potency is the fitted concentration of half-maximal effect
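Fluorogenic HMU-PC substrate (9 uM final) is turned over by placental ASM in 60 min at 37 C after a 10 min compound preincubation. Reaction ended by alkaline stop (pH 10), with fluorescence read at 386/447 nm.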
GALK inhibitor = inhibitors of human galactokinase | P51570 | Purified GALK, Kinase-Glo residual ATP luminescence | Potency, µM (titrated, usually from 57.5 µM), for inactives: top-dose activity change, negative = inhibition, usual class: inhibitors | 0.007% of 270,000 active; note: potency is the fitted concentration of half-maximal effect; % is set by controls: 0 for no effect and ±100 for the full control effect
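5 nM enzyme, 35 uM ATP, 100 uM galactose, 20 mM HEPES pH8.0, 5 mM MgCl2; 1 h RT; residual ATP by Kinase-Glo Plus luminescence, qHTS format.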
Menin MLL FP TR = inhibitors of human menin-MLL interaction, mutant MLL peptide; 0.23% of 270,000 active; Menin + Texas Red MLL mutant peptide, fluorescence polarization; Potency, µM (top dose mostly 61.6 µM), for inactives: at the top dose FP activity change, negative = inhibition, usual class: inhibitors; active = well fitted inhibition curve with a large enough effect in the polarisation, with a control signal flat, not every such curve was filed as active; inconclusive = small, poorly fitted or top-dose-only effect, or effect the other way, or a change in a side signal; inactive = no such curve, though single readings can be large or run the other way; the % refers to the polarisation; note: potency is the fitted concentration of half-maximal effect; % of control where 0% means no effect; many of its hits are not listed in these tables
Eya2 phos inh = Eya2 (human) phosphatase inhibition. recombinant Eya2, OMFP fluorescence dephosphorylation (OMFP is methylfluorescein phosphate). 0.006% of 330,000 active. AID 488837. Potency, µM (series often up to 76.9 µM), for the others: at the top dose activity, negative = inhibition, most hits filed as inhibitors. O00167; note: potency is the fitted concentration of half-maximal effect; % is set by controls: 0 for no effect and ±100 for the full control effect
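Eya2 protein (added as 0.2 uM solution) was preincubated with compound for 10 min at ambient temperature in 50 mM HEPES pH 7.5, 50 mM NaCl, 5 uM MgCl2, 0.05% BSA, 1 mM DTT. OMFP (added at 50 uM) then reacted 10 min; fluorescence read at 485/525 nm.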
KCNH2 WT inh = KCNH2 (human, wildtype) channel inhibition | activity change, % at 1.84 µM | 0.37% of 340,000 active | AID 720551 | U2OS, BacMam KCNH2, thallium flux FluxOr; stronger effect = lower value;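 active = maximum activity change below -70%; inconclusive = maximum activity change between -70% and -50%; inactive = maximum activity change above -50%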; note: % is set by controls: 0 for no effect and ±100 for the full control effect
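U2OS cells transduced with wild-type KCNH2 virus are loaded with FluxOr dye for 45 min, and thallium flux is measured in kinetic reads before and after stimulation buffer. Rate constants are normalized to DMSO controls.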
* hit, by the source's call; ? = inconclusive; nt = no result given; [ ] = dose if it differs, or a comment. Unless noted, calls come from the whole dose curve; as a rule, active = well fitted curve in the direction sought with a large enough effect; inconclusive = small, poorly fitted or top-dose-only effect, or another doubt; inactive = no such curve, though single readings can be large; an effect the other way counts as inactive or inconclusive.

Order of values – Mito fusion act	PKM2 act	TSHR antag	MBNL1-CUG inh	USP2a inh	Chronic BCR inh	ASM inhibitor	GALK inhibitor	Menin MLL FP TR	Eya2 phos inh	KCNH2 WT inh
- CN1CCN(S(=O)(=O)c2ccc(NC(=O)c3cccs3)cc2)CC1
→ -5%	-3%	nt	1%	nt	nt	-1%	-4%	21%	nt	-4
- O=C(NCc1ccccc1)c1ccc2c(=O)[nH]c3c(C(=O)NCC4CCCO4)sc(=S)n3c2c1 (stereo not drawn)
→ 0%	-17%	-23	4%	-1%	4%	0%	-2%	?	0%	11
- O=C(O)CCC(=O)Nc1ccc2c(c1)Cc1cc(NC(=O)CCC(=O)O)ccc1-2
→ 3%	nt	-3	-8%	2%	?	1%	3%	14%	3%	7
- CC1CCCCN1CC(=O)c1c(N)n(Cc2ccccc2)c(=O)n(C)c1=O (stereo not drawn)
→ -5%	4%	1	7%	3%	1%	4%	0%	?	-1%	23
- COc1ccc(/C=N/Nc2snc(SC)c2C#N)cc1OC
→ 0%	-14%	-25	4%	4%	?	-1%	0%	?	-6%	-1
- O=C(Cn1nnc2c(cnn2-c2ccccc2)c1=O)N1CCN(c2ccccc2F)CC1
→ 2%	-3%	-4	13%	1%	?	-6%	8%	-4%	-5%	14
- COc1ccc(N2C(=O)CSC23C(=O)Nc2ccccc23)cc1 (stereo not drawn)
→ 1%	1%	14	-15%	0%	-21%	-3%	-1%	-10%	-9%	13
- CCCCNC(=O)CC1N=C2c3ccccc3N=C(SCC(=O)Nc3ccc(OC)cc3)N2C1=O (stereo not drawn)
→ 3%	0%	-3	-9%	1%	8%	-2%	-2%	-2%	-12%	10
- Cc1ccccc1CSc1n[nH]c(NS(=O)(=O)c2ccccc2)n1
→ 22%	-11%	-42	-20%	-10%	?	-7%	1%	21%	-4%	-2
- COc1ccc(/C=C/C(=O)OCC(=O)NC2CCS(=O)(=O)C2)cc1 (stereo not drawn)
→ 2%	nt	0	nt	-1%	3%	0%	nt	nt	12%	-5
- Cc1cc(C)cc(NC(=O)COC(=O)c2ccc(CN3CCCC3=O)cc2)c1
→ 0%	nt	-3	nt	1%	?	-8%	nt	nt	0%	1
- CCNS(=O)(=O)c1ccc(NC(=O)Cn2nc(C(F)(F)F)cc2C)cc1
→ 0%	0%	6	-15%	2%	2%	-1%	3%	28%	16%	-3
- COc1ccc(-c2cc(C(=O)OCC(=O)NC(C)C)c3ccccc3n2)cc1
→ 0%	-1%	-12	4%	-1%	-14%	316%[activator]	1%	-27%	4%	9
- COC(=O)CN1C(=O)[C@H]2[C@@H](c3ccc(C)o3)N3C(=O)CN(Cc4ccc(-c5ccccc5)cc4)C(=O)[C@@]3(C)[C@H]2C1=O
→ -1%	-1%	-15	1%	0%	3%	-1%	nt	-9%	-6%	nt
- CCOC(=O)/C(C#N)=C/NC(=O)NC(C)(C)C
→ 0%	1%	-7	-2%	3%	?	-2%	0%	nt	1%	-5
- CCCN(CCC)S(=O)(=O)c1cc(CN2C(=O)c3cccnc3C2=O)ccc1OC
→ 1%	nt	-1	?	2%	-3%	2%	-2%	?	6%	-3
- O=C(NCC(c1ccc(F)cc1)N1CCOCC1)c1ccco1 (stereo not drawn)
→ 1%	nt	-14	nt	7%	-8%	0%	nt	nt	24%	-4
- Cc1nc2c3cc(F)ccc3n(CCN3CCCCC3)c2s1
→ 22%	-5%	5	?	-1%	?	-1%	0%	-8%	-2%	4
- COc1ccccc1NC(=O)c1cc2c(CO)cnc(C)c2oc1=Nc1cc(OC)c(OC)c(OC)c1
→ -1%	nt	-4	5%	-1%	5%	0%	nt	0%	26%	-3
- Cc1ccc(Cl)c(OCC(=O)Nc2ccccc2N2CCCCC2)c1
→ -8%	nt	-6	nt	2%	1%	nt	nt	nt	1%	-16

A different layout for part of the listing above:
> Cc1ccccc1CSc1n[nH]c(NS(=O)(=O)c2ccccc2)n1
  Mito fusion act = 22%
  PKM2 act = -11%
  TSHR antag = -42
  MBNL1-CUG inh = -20%
  USP2a inh = -10%
  Chronic BCR inh = ?
  ASM inhibitor = -7%
  GALK inhibitor = 1%
  Menin MLL FP TR = 21%
  Eya2 phos inh = -4%
  KCNH2 WT inh = -2

> COc1ccc(/C=C/C(=O)OCC(=O)NC2CCS(=O)(=O)C2)cc1 (stereo not drawn)
  Mito fusion act = 2%
  PKM2 act = nt
  TSHR antag = 0
  MBNL1-CUG inh = nt
  USP2a inh = -1%
  Chronic BCR inh = 3%
  ASM inhibitor = 0%
  GALK inhibitor = nt
  Menin MLL FP TR = nt
  Eya2 phos inh = 12%
  KCNH2 WT inh = -5

Later entries:
Order of values – Mito fusion act	PKM2 act	TSHR antag	MBNL1-CUG inh	USP2a inh	Chronic BCR inh	ASM inhibitor	GALK inhibitor	Menin MLL FP TR	Eya2 phos inh	KCNH2 WT inh
- O=C(O)C1(P(=O)(c2ccccc2)c2ccccc2)CCCC1
→ 5%	12%	4	-7%	0%	3%	4%	0%	nt	-25%	0
- COc1ccc(-c2noc(CN(C)C3CCOCC3)n2)cc1
→ 1%	3%	-4	0%	3%	7%	6%	-2%	2%	-2%	-17
- Oc1ccc(Nc2nc(N3CCCC3)c3ccccc3n2)cc1
→ 1%	-6%	-8	-23%	0%	?	0%	-2%	-27%	-3%	-1
- CC(C)OCC(O)CN (stereo not drawn)
→ -1%	-1%	11	1%	0%	5%	4%	5%	5%	2%	1
- CC1(C)Cc2c(cnn2-c2ccc(F)cc2)C(NC(=O)c2ccc(=O)oc2)C1 (stereo not drawn)
→ -3%	-6%	-11	9%	5%	3%	20%	-7%	nt	-15%	28
- Cc1oc2cc3oc(=O)c(CC(=O)NCC(=O)N[C@@H](C(=O)O)c4ccccc4)c(C)c3cc2c1C
→ 1%	-4%	8	8%	0%	23%	288%[activator]	nt	1%	9%	2
- CSCCC(NC(=O)c1cccc(C)c1)C(=O)O (stereo not drawn)
→ -7%	0%	1	-5%	3%	-3%	3%	1%	26%	9%	nt
- Cc1nnc2ccc(-c3ccc(NC(=O)c4ccc(Cl)nc4)cc3)nn12
→ 7%	5%	-7	23%	0%	?	nt	1%	21%	-3%	nt
- CCn1cc(CN2CCc3c([nH]c4ccccc34)C2c2cccc(O)c2)c(C)n1 (stereo not drawn)
→ -3%	?	-2	19%	1%	?	2%	-3%	7%	-5%	-3
- CCN(CC)CC#CCC(O)(c1ccccc1)C1CCCC1 (stereo not drawn)
→ -5%	-6%	2	?	1%	?	10%	1%	8%	-4%	8
- Cc1ccc2nc(Nc3ccccc3)cc(C)c2c1
→ -3%	-2%	-5	7%	-1%	-4%	61%[activator]	2%	42%[activator]	?	19
- COc1ccccc1N1CCN(C(=O)CN(CCc2ccccc2)S(C)(=O)=O)CC1
→ -1%	1%	-7	8%	0%	5%	3%	0%	?	2%	-1
- CCOc1ccccc1CNC(=O)C1CCCN(c2nnc(C)c3c(C)n(-c4ccccc4)nc23)C1 (stereo not drawn)
→ -1%	3%	-12	-1%	2%	5%	21%	14%	-26%	2%	15
- CCCOC(=O)c1c(NC(=O)CCCn2nc([N+](=O)[O-])cc2C)sc(C(=O)OC)c1C
→ 2%	3%	-10	-2%	-1%	6%	-3%	-1%	2%	-7%	3
- COc1ccc(OC)c(NC(=O)COc2ccc(Br)cc2)c1
→ 5%	-1%	1	4%	-1%	?	-2%	-1%	9%	-1%	1
- COCCC(=O)N1CCC(Oc2ccc(C(=O)N3C[C@H]4CC[C@H]3C4)cc2)CC1
→ 1%	-4%	-11	1%	-2%	5%	3%	4%	nt	2%	4
- Nc1c(C(=O)C2CC2)sc2nc3c(cc12)CCC3
→ 6%	2%	-3	?	-3%	17%	nt	11%	3%	9%	7

These rows are one share of the data, so the mix of outcomes need not match the whole.
